# NCI-60 one-dose screen, 48 h, at 10 µM unless noted. Numbers give growth in % (100 = growth as untreated, 0 = no growth, -100 = all killed).
# SN12C = SN12C renal cancer cells. hit rate 3.8% among 81,000
# NCI/ADR-RES = NCI/ADR-RES ovarian cells; hit rate 4.4% among 81,000
# CAKI-1 = CAKI-1 renal cancer; hit rate 4.7% among 75,000; AID 1794772
# IGROV1 = IGROV1 ovarian cancer; hit rate 4.7% among 79,000; AID 1794786
# ACHN = ACHN renal cancer; hit rate 4.9% among 81,000; AID 1794771
# 786-0 = 786-0 renal cancer cells; AID 1794775; hit rate 5.1% among 81,000
# UO-31 = UO-31 renal cancer | hit rate 5.2% among 81,000 | AID 1794768
# TK-10 = TK-10 renal cancer cells; hit rate 3.9% among 81,000
# Numbers without * were called inactive; · = not tested or not shown; & = joins results of further samples; [ ] = another dose, or the depositor's remark. The calls were made as follows: active = growth percent below 10; inactive = the rest. Outcome played no part in choosing rows, and some 9.3% of all compounds hit somewhere here.
# Order of results: ACHN	TK-10	NCI/ADR-RES	UO-31	786-0	IGROV1	SN12C	CAKI-1
> Cc1c(-c2csc(N/N=C/c3ccc(F)cc3)n2)nnn1-c1ccc([N+](=O)[O-])cc1
  102	105	116	91	98	121	95	100
> O=c1c2ccccc2c2ccccc2c(=O)n1-c1ccc(NC(=S)Nc2ccccc2)cc1
  101	121	109	99	109	116	101	100
> C#COc1cccc(Nc2c(C#N)cnc3ncc(NC(=O)C=C)cc23)c1
  97[6.25 µM]	88[6.25 µM]	110[6.25 µM]	85[6.25 µM]	88[6.25 µM]	100[6.25 µM]	91[6.25 µM]	91[6.25 µM]
> COc1ccc(NC(=O)CC(O)c2cccc(N)c2)cc1 (configuration not stated)
  97	105	101	89	105	112	100	96
> Cc1ccc(S(=O)(=O)n2cc(/C=N/NC(=O)c3ccc(S(N)(=O)=O)cc3)c3ccccc32)cc1
  100	109	98	74	104	101	99	79
> CNC(=O)c1cc(Oc2ccc3c(c2)sc2nc(-c4ccc(Cl)c(C(F)(F)F)c4)cn23)ccn1
  63	48	61	59	69	86	64	74
> COc1cccc(CC(C)=C(c2ccc(OCCN(C)C)cc2)c2ccc(OCCN(C)C)cc2)c1
  -82*	-15*	19	-91*	-91*	8.7*	-12*	·
> COC(=O)c1ccc(NC(=O)Nc2ccc(C(=O)OC)cc2)cc1
  104	101	108	97	105	106	79	124
> COc1ccc(-c2cc(/C=C3\C(=O)Nc4ccc(Cl)cc43)[nH]n2)cc1OC
  79	90	92	71	102	67	87	81
> CC1C2CCC3C4CC=C5CC(N(C)C)CCC5(C)C4CCC32CN1C (configuration not stated)
  70&71	79&95	98&97	72&68	77&72	96	94&80	88&80
> CCOC(=O)C(=Cc1ccccc1F)C(=O)OCC
  93	123	100	88	104	95	87	96
> COc1cc2c3c(cc4c5c(ccc4c3c1OC)OCO5)N(CCN(C)C)C2=O
  -51*	-4.0*	4.7*	-54*	-16*	-11*	-5.4*	-27*
> COc1cc2oc(-c3ccccc3)c(CC(=O)N3CCOCC3)c2c(OC)c1OC
  104	95	104	83	102	99	102	103
> Cn1c(=O)cc2c3c(c(NCCCO)ccc31)C(=O)c1ccccc1-2
  25	29	57	13	39	42	47	45
> COC(=O)CCCCCCCCC(C)c1ccc(C(C)=O)cc1 (configuration not stated)
  99	98	103	97	102	110	110	98
> CN1CCN(C(=O)[C@]23CCC(C)(C)C[C@H]2C2=CC[C@@H]4[C@@]5(C)CC[C@H](OC(=O)c6cccnc6)C(C)(C)[C@@H]5CC[C@@]4(C)[C@]2(C)CC3)CC1
  64	85	90	71	85	107	84	70
> Cc1ccc(S(=O)(=O)O)cc1Cl
  113	94	101	96	99	109	102	·
> O=[N+]([O-])c1ccc(Oc2cccc(C(F)(F)F)c2)c([N+](=O)[O-])c1
  42	11	29	29	48	12	28	20
> CCCn1c(Cn2nc(C)cc2C)nnc1SCC(=O)Nc1ccc(S(N)(=O)=O)cc1
  99	124	99	76	103	100	92	84
> N/C(=N\C(N)=N\c1nc2ccccc2s1)c1ccc2c(c1)OCO2
  79	171	87	79	103	69	67	73
> COc1ccc(S(=O)(=O)c2ccc3[nH]c(=O)nc(N)c3c2)cc1
  110	94	109	96	108	100	107	100
> O=C(O)CCC(NS(=O)(=O)c1ccc([N+](=O)[O-])cc1)C(=O)O (configuration not stated)
  104	112	101	95	107	113	111	90
> CCOC(=O)C(C(=O)Nc1ccc2c(c1)OC(OCc1ccc(C(=N)N)cc1)C(=O)N2C)c1ccccc1 (configuration not stated)
  101	106	99	86	104	98	104	91
> O=C1C=CC(=O)N1c1nccs1
  101	112	105	81	97	97	105	95
> COc1cc2cc(NC(=O)CN3CCCN(c4ccccc4)C3=O)nc(C)c2cc1OC
  93	99	97	94	89	93	93	93
> O=C1CNC(c2ccccc2)C(c2ccccc2)N1 (configuration not stated)
  98	103	81	109	92	93	100	81
> CCC(=O)OC(c1cc2c(cc1Br)OCO2)C(C)Br (configuration not stated)
  102	108	110	82	116	104	102	99
> CC(=O)c1cc2c(N)c(C(=O)Nc3ccncc3)sc2nc1C
  94	87	101	92	90	101	88	104
> CC(=O)N1c2c(C(N)=O)cnn2CC1c1ccccc1 (configuration not stated)
  105	98	106	90	100	89	97	101
> COc1ccc(OC)c(Nc2nnc(-c3ccc(O)cc3)o2)c1
  75	120	95	59	80	85	69	95
> COc1ccc(C(=O)c2oc3ccc(Cl)cc3c2N)cc1
  103	·	97	78	100	109	92	85
> COc1cccc(-c2c(C#N)c(N)nc3[nH]c(=S)[nH]c(=O)c23)c1
  101	112	96	89	97	99	103	·
> COc1ccc(-c2cc(-c3ccc(Cl)cc3)nc3nc(NC(C)=O)nn23)cc1
  90	113	98	66	93	107	100	86
> O=C(NCCN1CCOCC1)OCc1ccc2c(Cl)cc(Cl)c(O)c2n1
  37	96	5.2*	25	82	58	64	47
> O=C(O)/C=C/C(=O)N1CCOCC1
  102	96	102	87	101	106	100	91
> Cc1cc(C)c2c(SC(C)C)nc(N)nc2n1
  102	103	91	79	89	89	82	56
> CCCNC(=O)OCC
  96	94	105	91	96	107	100	86
> O=C1OCC2=C1C(c1ccccc1)c1cc3c(cc1N2CCO)CCC3 (configuration not stated)
  30	55	-70*	38	8.7*	12	23	27
> O=C1/C(=C/c2ccc([N+](=O)[O-])cc2)Sc2ccc(F)cc21
  89	135	92	57	100	69	93	72
> CCOC(=O)c1c(C)nc2c(c1N)/C(=C/c1ccc[nH]1)C(=O)N2Cc1ccccc1
  96	96	89	89	92	97	100	·
> CCCCCCCC/C=C\CCCCCCCCCCCCOc1ccccc1CCOP(=O)(O)OCC[N+](C)(C)C
  100	79	101	94	98	102	97	87
> COc1ccc2cc(-c3ccc(-c4ccc(C(=N)N)s4)s3)ccc2c1
  27	90	-43*	37	-54*	63	-55*	89
> CC1=NC(=S)NC(c2ccccc2)/C1=C1/CC(c2ccc(Cl)cc2)N(c2ccccc2)N1 (configuration not stated)
  101	105	104	75	102	111	103	99
> Cn1c(=O)[nH]c(=O)c2nc(CC(=Nc3ccc(Cl)cc3)c3ccccc3)c(=O)[nH]c21
  76	96	91	73	97	80	91	62
> O=C1/C(=C/c2ccc(Cl)cc2)C=C(c2ccc(F)cc2)N1Cc1ccccc1
  69	83	74	70	66	88	68	69
> Fc1ccc(N2CCN(Cc3c[nH]c4ncnc(N5CCOCC5)c34)CC2)cc1
  94	89	·	81	96	107	103	93
> CC1(C)Cc2c(Br)c(Br)c(Br)c(OCC(O)CN3CCN(c4ccccn4)CC3)c2O1 (configuration not stated)
  86	66	75	48	31	-12*	106	·
> NC(=O)N1N=C(c2ccc(Cl)cc2)CC1c1cn(-c2ccccc2)nc1-c1ccc(Cl)cc1 (configuration not stated)
  26	43	48	22	-7.4*	69	62	68
> CC(C)CCNCC(C)(C)O
  107	104	118	92	111	118	110	99
> Cc1ccc(NC(=O)N2CCOCC2)cc1NC(=O)N1CCOCC1
  98	113	109	104	103	112	109	·
> CC(=O)NCCSC(=O)C(=O)SCCNC(C)=O
  108	128	100	96	95	·	99	105
> COc1ccc(C(=O)N/N=C/c2cc(OC)c(O)c(OC)c2)cc1
  102	105	90	95	109	104	101	92
> CCOC(=O)/C=C(\C)C(F)(F)F
  105	108	115	91	107	117	105	95
> O=C(Nc1cccc2c1O[C@H](c1nn[nH]n1)CC2=O)c1ccc(OCCCCc2ccccc2)cc1
  94	130	100	88	109	119	105	95
> CC1CCC(C(O)(C(=O)O)C2CCCCC2)CC1C (configuration not stated)
  106	112	102	98	96	119	92	93
> CC1=C(O)C(=O)C=C1
  108	105	101	104	107	111	103	95
> COc1cc2oc(-c3cccc(C(=O)Nc4ccc(C#N)cc4)c3)cc(=O)c2c(O)c1OC
  39	51	51	55	70	85	65	85
> Cc1cc2ccccc2nc1-c1ccccc1F
  112	130	112	97	95	129	110	99
> Oc1ccc2ccccc2c1CN1CCCCC1
  99	112	108	93	115	102	108	91
> COc1ccc(-c2cc(-c3cc(OC)c(OC)c(OC)c3)c(C#N)c(=O)[nH]2)cc1OC
  94	·	104	78	98	106	106	61

# Carrying on:
# Order of results: ACHN	TK-10	NCI/ADR-RES	UO-31	786-0	IGROV1	SN12C	CAKI-1
> NC(=O)N/N=C/c1cc(=O)[nH]c(=O)[nH]1
  101	109	103	85	102	105	107	97
> CS(=O)CCCCCN=C=S (configuration not stated)
  -46*	-28*	1.4*	1.8*	9.8*	8.0*	-17*	-15*
> COc1ccc(S(=O)(=O)n2cc(C3OC(c4cc(OC)c(OC)c(OC)c4)=NN3C(C)=O)c3ccccc32)cc1 (configuration not stated)
  93	107	72	82	94	128	85	73
> CSc1nc2sc3cc(Cl)c(Cl)cc3n2c(=N)c1C#N
  117	121	101	69	102	·	98	88
> COc1ccc(NC(=S)N2CCN(c3nc(-c4ccc(C)cc4)nc4ccccc34)CC2)cc1
  77	62	91	55	71	91	90	52
> CCc1ccc(N=C2c3ccccc3-c3ccc([N+](=O)[O-])cc32)cc1
  97	87	95	89	91	104	100	91
> CCOC(=O)c1c(C=O)nc2ccccc2c1/C=C/c1ccc(Cl)cc1
  89	122	103	73	106	81	97	90
> CCOC(=O)C(C(=O)OCC)(c1ccccc1)c1ccccc1
  95	95	102	90	96	91	108	90
> O=C(Cn1cc(COc2ncnc3c2cnn3-c2ccccc2)nn1)Nc1cccc(Cl)c1
  99	114	99	86	100	90	95	98
> CC(C)(C)c1cc(/C=C(\C#N)C(N)=O)cc(C(C)(C)C)c1
  110	93	104	94	101	106	97	95
> CCCCCCCC1CC(=O)OC1=O (configuration not stated)
  99	91	100	81	97	99	93	101
> CC(=O)NC1C(O[C@H]2CC[C@]3(C)[C@H]4CC=C5[C@@H]6CC(C)(C)CC[C@]6(C(=O)OC6OCC(O)C(O)C6OC6OC(C)C(OC7OC(CO)C(O)C7O)C(OC7OC(CO)C(O)C(O)C7O)C6O)[C@H](O)C[C@@]5(C)[C@]4(C)CC[C@H]3C2(C)C)OC(COC2OCC(O)C(O)C2OC2OCC(O)C(O)C2O)C(O)C1O (some centres not stated)
  101	128	98	69	64	22	98	107
> O=C(O)c1ccccc1Oc1cc(-c2ccco2)nc(OCCBr)n1
  ·	103	105	87	100	106	95	91
> COC(=O)[C@H](C)NC(=O)[C@@H](OC)[C@@H]1Cc2cc3cc(OC4CC(OC5CC(O)C(O)C(C)O5)C(O)C(C)O4)c(C)c(O)c3c(O)c2C(=O)[C@H]1OC1CC(OC2CC(OC3CC(C)(O)C(O)C(C)O3)C(O)C(C)O2)C(O)C(C)O1 (some centres not stated)
  -2.0*	13	75	5.7*	-4.9*	23	11	28
> Cc1nn(-c2ccc(Br)cc2)c2nc(CNc3ccc(NCc4c(-c5ccccc5)no[n+]4[O-])cc3)[nH]c(=O)c12
  97	133	107	83	104	94	99	90
> CC(=O)OC(CCc1ccccc1)c1ccc(Cl)cc1 (configuration not stated)
  103	·	107	94	96	97	101	94
> NC(=O)c1c2c(c3c4ccccc4cnn13)C(=O)c1ccccc1C2=O
  65	93	105	53	85	·	74	65
> Cc1nn(-c2ccccc2)cc1/C=C(\C#N)C(=O)Nc1sc2c(c1C#N)CCCC2
  103	116	99	100	104	100	108	96
> COc1cc(-c2nc(SCC(=O)c3ccc(Br)cc3)[nH]c(=O)c2C#N)cc(OC)c1OC
  108	121	106	84	90	125	116	95
> N#Cc1ccc(-c2ccc(-c3cccs3)o2)cc1F
  64	90	72	74	67	82	89	78
> Clc1cccc(/C=N/Nc2nc(N/N=C/c3cccc(Cl)c3Cl)nc(N3CCCCC3)n2)c1Cl
  84	91	67	93	102	80	81	84
> C[C@H](c1nc2ccc(C#N)cc2[nH]1)[C@H]1CC[C@H]2[C@@H]3CCC4=CC(=O)CC[C@]4(C)[C@H]3CC[C@]12C
  80	95	68	52	67	67	69	51
> Cc1ccc(S(=O)(=O)N2CC=C3C(=C(c4ccccc4)c4ccccc43)C2)cc1
  92	·	88	72	98	86	87	·
> C#CCOc1ccc(C(Nc2ccc(Br)cc2)c2nnnn2C2CCCCC2)cc1OC (configuration not stated)
  93	95	93	76	76	91	97	71
> Cc1ccc(S(=O)(=O)OCCOCCOS(=O)(=O)c2ccc(C)cc2)cc1
  104	104	91	71	100	105	90	94
> CC(=O)Nc1ccc(F)c(F)c1
  101	101	102	96	91	97	103	95
> COc1ccc2nc(-c3ccc(Cl)cc3)cc(-c3nnc(SC/C(=N/O)c4ccccc4)o3)c2c1
  47	75	57	90	25	51	18	·
> Cc1ccc(S(=O)(=O)Nc2ccc(Cl)cc2)cc1
  100	118	92	82	100	99	94	82
> CCOC(=O)c1ccc(NCC(=O)Nc2ccccn2)cc1
  91	119	102	81	110	93	93	89

# Rewritten as comma-separated lines: entries from further up.
SMILES,ACHN,TK-10,NCI/ADR-RES,UO-31,786-0,IGROV1,SN12C,CAKI-1
CCOC(=O)c1ccc(NCC(=O)Nc2ccccn2)cc1,91,119,102,81,110,93,93,89
COc1ccc2nc(-c3ccc(Cl)cc3)cc(-c3nnc(SC/C(=N/O)c4ccccc4)o3)c2c1,47,75,57,90,25,51,18,·
Cc1ccc(S(=O)(=O)N2CC=C3C(=C(c4ccccc4)c4ccccc43)C2)cc1,92,·,88,72,98,86,87,·
C#CCOc1ccc(C(Nc2ccc(Br)cc2)c2nnnn2C2CCCCC2)cc1OC (configuration not stated),93,95,93,76,76,91,97,71
Cc1nn(-c2ccccc2)cc1/C=C(\C#N)C(=O)Nc1sc2c(c1C#N)CCCC2,103,116,99,100,104,100,108,96
Clc1cccc(/C=N/Nc2nc(N/N=C/c3cccc(Cl)c3Cl)nc(N3CCCCC3)n2)c1Cl,84,91,67,93,102,80,81,84
NC(=O)c1c2c(c3c4ccccc4cnn13)C(=O)c1ccccc1C2=O,65,93,105,53,85,·,74,65
